Bioassay records deposited in PubChem by Johns Hopkins Ion Channel Center.
CHT inh: inhibitors of human choline transporter CHT; Q9GZV3; CHT-expressing cells, membrane potential dye, choline response; active compounds read low; B-score at 10 µM; 310,000 tested, 0.86% active;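 active = B-score over 3 SD under the library average, and starting fluorescence ratio not unusually high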;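 note: choline stimulus applied at its EC90 after an EC20 pre-addition; B-score computed on integrated fluorescence ratio after choline addition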
KCNQ2 inh: KCNQ2 potassium channel inhibitors, primary screen, cell-based, CHO-K1, FluxOR thallium flux, B-score (AID 2156). O88943. 20 min; active compounds read low. B-score at 10 µM. 310,000 tested, 1.1% active;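 active = fluorescence ratio B-score at most minus 3 library SDs, with starting brightness B-score within 2 library SDs, cut at about -5.5 in these data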
Target sequence (O88943 whole entry, looked up): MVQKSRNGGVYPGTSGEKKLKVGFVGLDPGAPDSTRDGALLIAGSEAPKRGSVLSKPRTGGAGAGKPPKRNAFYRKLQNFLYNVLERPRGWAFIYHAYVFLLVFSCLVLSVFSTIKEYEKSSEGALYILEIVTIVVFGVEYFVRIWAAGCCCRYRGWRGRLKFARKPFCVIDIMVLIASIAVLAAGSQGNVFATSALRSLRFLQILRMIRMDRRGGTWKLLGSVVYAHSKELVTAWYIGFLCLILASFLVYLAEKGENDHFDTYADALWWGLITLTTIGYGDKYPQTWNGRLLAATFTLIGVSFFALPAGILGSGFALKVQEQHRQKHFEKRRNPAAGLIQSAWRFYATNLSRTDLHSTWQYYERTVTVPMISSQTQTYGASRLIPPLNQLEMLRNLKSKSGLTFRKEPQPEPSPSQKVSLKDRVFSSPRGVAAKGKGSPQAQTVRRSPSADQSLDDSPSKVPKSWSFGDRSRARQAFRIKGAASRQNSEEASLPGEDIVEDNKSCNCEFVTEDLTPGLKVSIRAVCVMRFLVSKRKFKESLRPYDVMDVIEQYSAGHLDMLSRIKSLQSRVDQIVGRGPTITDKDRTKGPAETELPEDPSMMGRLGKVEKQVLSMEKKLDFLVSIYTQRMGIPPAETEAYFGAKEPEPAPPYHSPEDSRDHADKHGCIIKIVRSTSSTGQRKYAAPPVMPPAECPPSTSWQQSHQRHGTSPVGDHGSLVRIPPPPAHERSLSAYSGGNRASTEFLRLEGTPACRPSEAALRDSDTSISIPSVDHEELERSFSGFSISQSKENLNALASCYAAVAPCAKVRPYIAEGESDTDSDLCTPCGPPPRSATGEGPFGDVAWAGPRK
Kir21 block: blocks the mouse Kir2.1 inward-rectifier potassium channel; P35561; AID 1672; HEK293-Kir2.1, FluxOR thallium flux fluorescence; active compounds read low; 310,000 tested, 0.85% active; B-score at 10 µM;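 active = fluorescence ratio B-score at or below minus 3 SD of library scores, with starting-brightness B-score within 2 SD, cut at about -4.2 in these data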;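 note: channel flux triggered by added potassium and thallium sulfate stimulus; B-score of peak minus minimum fluorescence over baseline after thallium stimulus; more negative B-score means stronger Kir2.1 block with less thallium influx; some compounds called inactive have numbers as strong as hits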
* hit, by the source's call; i = inactive; . = not tested or not shown.

nr	CHT inh	Kir21 block	KCNQ2 inh	Compound
1	i	-0.5	i	COC(=O)C1=C(C)NC(C)=C(C(=O)OC)C1C(=O)OC(C)C(=O)c1ccccc1 (configuration not stated)
2	i	0.23	i	O=C1C(NS(=O)(=O)c2ccc(Br)cc2)=C(N2CCCCC2)C(=O)c2ccccc21
3	i	1.4	i	O=C1CCCN2N=C(SCC(=O)Nc3nc4ccccc4s3)SC2=N1
4	i	-1.1	i	O=C(Nc1ccccc1C(=O)OCC(=O)c1c[nH]c2ccccc12)c1ccco1
5	i	2.5	i	CS(=O)(=O)Cc1nc2ccccc2oc1=O
6	i	0.19	i	Cc1ccc(N2CCCC2=O)cc1S(=O)(=O)N1CCOCC1
7	i	-2.1	i	CC1(C)CC(N2CCN(c3ccccc3)CC2)=CC(=[N+]2CCCC2)C1
8	i	0.84	i	Cc1cc(C)nc(SCc2nnc(SCC(=O)N3CCCc4ccccc43)n2C)n1
9	i	0.22	i	COc1ccc(N2C(=O)CC(Sc3nnc(-c4ccccc4F)n3C)C2=O)cc1 (configuration not stated)
10	i	1.3	i	COC(=O)C1(C)NC(c2ccccc2OC)C2C(=O)N(c3ccccc3)C(=O)C21 (configuration not stated)
11	i	-1	i	CSc1ccc(CN(C)CC(=O)NCCc2ccccc2)cc1
12	i	0.15	i	COc1ccc(NC(=O)c2cc(-c3ccccc3)on2)cc1

The list goes on; it opens with the 5 that closed the last part.
nr	CHT inh	Kir21 block	KCNQ2 inh	Compound
8	i	0.84	i	Cc1cc(C)nc(SCc2nnc(SCC(=O)N3CCCc4ccccc43)n2C)n1
9	i	0.22	i	COc1ccc(N2C(=O)CC(Sc3nnc(-c4ccccc4F)n3C)C2=O)cc1 (configuration not stated)
10	i	1.3	i	COC(=O)C1(C)NC(c2ccccc2OC)C2C(=O)N(c3ccccc3)C(=O)C21 (configuration not stated)
11	i	-1	i	CSc1ccc(CN(C)CC(=O)NCCc2ccccc2)cc1
12	i	0.15	i	COc1ccc(NC(=O)c2cc(-c3ccccc3)on2)cc1
13	i	0.24	i	O=C(Nc1ccc(-c2ccc3nncn3n2)cc1)C1CCCCC1
14	i	0.06	i	COC(=O)N/N=C/c1c(C)cc(C)cc1C
15	i	-1	i	O=C(/C=C/c1ccccc1)NC1CCS(=O)(=O)C1 (configuration not stated)
16	i	-0.26	i	O=S(=O)(NCCCc1ccccc1)c1ccc(Br)cc1
17	i	-0.75	i	O=C(O)c1nnn(-c2ccc(F)cc2F)c1-c1ccccc1
18	i	-0.39	i	Cc1oc(CN2CCOCC2)cc1C(=O)O
19	i	0.22	i	O=c1[nH]cnc2c1cnn2Cc1ccccc1Cl
20	i	-2.1	i	CC(=O)[C@@H]1[C@@H](C(=O)c2ccc(C)cc2)[C@]2(C(=O)Nc3ccccc32)[C@H]2C=Cc3cc(F)ccc3N12
21	i	0.52	i	CN(Cc1ccccc1)C(=O)c1ccccc1NC(=O)c1ccco1
22	i	1.8	i	CCOC(=O)/C(=C/Nc1ccc(F)cc1)[N+](=O)[O-]
23	i	-1	i	CC(C)(Oc1ccc(Cl)cc1)C(=O)OCC(=O)N1CCCC1
24	i	-0.72	i	O=C(CSc1nc2ccccc2[nH]1)NCC1CCCO1 (configuration not stated)
25	i	-3.3	i	CCOC(=O)c1sc(=S)n(CC)c1N
26	i	0.6	i	CSc1ccc(CCNC(=O)C2CCCN(S(=O)(=O)N3CCOCC3)C2)cc1 (configuration not stated)
27	i	0.9	i	NC(=O)c1cc(N)ccc1N1CCCCC1
28	i	0.42	i	Cc1cccc(CSc2nc3c(c(=O)n2C)SCC3)c1
29	i	0.87	i	Nc1nccnc1C(=O)N/N=C/c1ccco1
30	i	-0.48	i	COc1cc(/C=C(/C#N)c2nc3ccccc3c(=O)[nH]2)ccc1O
31	i	-0.87	i	CN1/C(=C\C(=O)COC(=O)C2COc3ccccc3O2)C(C)(C)c2ccccc21 (configuration not stated)
32	i	-1.9	i	O=C(c1ccccc1CCc1ccccc1)N1CCOCC1
33	i	1.8	i	Cc1ccc(NC(=O)CSc2nc(-c3ccco3)nc3cc(=O)[nH]n23)c(Cl)c1
34	-8*	-2.8	i	O=C(C[n+]1cccc2ccccc21)c1ccc(Cl)cc1
35	i	1.4	i	Cc1cccc(NC(=O)CCNS(=O)(=O)c2cccc3nsnc23)c1
36	i	0.3	i	COc1ccccc1NC(=O)Cc1nnc(SCC(=O)c2ccccc2)n1C
37	i	1.7	i	O=S(=O)(c1ccc(F)cc1)N1CCN(C(=S)NCc2ccco2)CC1
38	i	0.62	i	COc1ccc(/C=N/NC(=O)c2cc[n+]([O-])cc2)cc1
39	i	-0.72	i	CCOc1cccc(CN2CCCC(C(=O)Nc3ccc(-c4ccn[nH]4)cc3)C2)c1O (configuration not stated)
40	i	-0.81	i	O=C(O)CSCC(=O)N1CCN(S(=O)(=O)c2ccccc2)CC1
41	-5.9*	-8.2*	i	COc1cc(CNCCc2ccc(F)cc2)ccc1OCc1ccc(Cl)nc1
42	i	1.3	i	CC/C(=N\Nc1ccc([N+](=O)[O-])cc1[N+](=O)[O-])c1ccc(O)cc1
43	i	3	i	Cc1ccc(-c2nnn(CC(=O)N(Cc3cccs3)C(C(=O)NC(C)(C)C)c3ccco3)n2)o1 (configuration not stated)
44	i	-2.4	i	Cc1cc(C)c(NC(=O)CCCOC(=O)C2=COCCO2)c(C)c1
45	i	0.01	i	O=C(CCN1C(=O)C2C3C=CC(C4CC34)C2C1=O)Nc1ccc(Cl)cc1O (configuration not stated)
46	i	1.7	i	O=S(=O)(c1cccc(F)c1)N1CCN(Cc2ccc3c(c2)OCO3)CC1
47	i	1.2	i	CSc1ccc(/C=C/C(=O)OCC(=O)NC(C)C)cc1
48	i	0.07	i	COc1ccc(S(=O)(=O)N2CCCCC2)cc1NC(=O)c1cccs1
49	i	0.06	i	COc1ccc(NC(=O)C/C(C)=N/NC(=O)c2cnccn2)cc1Cl
50	i	-1.5	i	CC(C)NCCOCCOc1ccc(Cl)cc1Br
51	i	0.54	i	O=C(Cn1nnc(-c2cccs2)n1)NNC(=O)c1ccccc1Cl
52	i	-0.35	i	Cc1ccoc1C(=O)N1CCCC(CCC(=O)N2CCN(c3ccccn3)CC2)C1 (configuration not stated)
53	i	-1.5	i	CCc1ccc(OCC(=O)NNC(=O)C2CCC2)cc1
54	i	-0.44	i	O=C(NCc1nc(-c2ccc(Cl)cc2)no1)c1ccco1
55	i	0.21	i	COc1ccc(N(CC(=O)NCc2ccc3c(c2)OCO3)S(=O)(=O)c2c(C)nn(C)c2C)cc1
56	i	2.5	i	CCCCCCSc1ccc(-c2nc3ccc(C)cn3c2NCc2ccccc2)cc1
57	i	0.18	i	Cc1cc(C)n(/N=C\c2c(O)ccc3ccccc23)c(=O)c1C(N)=O
58	i	-0.98	i	O=C(O)c1ccccc1NC(=S)NC(=O)c1sc2ccccc2c1Cl
59	-6.6*	0.68	i	Cc1ccc(C(=O)N/C(=C\C=C\c2ccccc2)C(=O)NCc2ccco2)cc1
60	i	-0.06	i	CCC1CCCCN1C(=O)CCc1nnc(Cc2c[nH]c3ccccc23)o1 (configuration not stated)
61	i	0.02	i	O=C(c1cncc(Br)c1)N1CCc2ccccc2C1
62	i	0.01	i	CCC(C)(C)NC(=O)C(c1ccc(C)o1)N(C(=O)c1csnn1)c1cccc(F)c1 (configuration not stated)
63	i	1.6	i	CCn1nc(CC(=O)Nc2nnc(CC(=O)N3CCOCC3)s2)c2ccccc2c1=O
64	i	1.7	i	COc1cc(C(=O)N/C(=C\c2cn(C)c3ccccc23)C(=O)NCCCN2CCOCC2)cc(OC)c1OC
65	i	-0.65	i	COc1ccc(C(=O)OCC(=O)NC(=O)CCSc2ccccc2)cc1
66	i	0.85	i	CCC(C)NC(=O)CN(c1cc(C)cc(C)c1)S(=O)(=O)c1c(C)[nH]c(=O)[nH]c1=O (configuration not stated)
67	i	-1.7	i	Cc1ccc(C)c(N2CCN(C(=O)CC3Sc4ccccc4NC3=O)CC2)c1 (configuration not stated)
68	i	-1.9	i	Cc1csc(SCC(=O)c2ccc(S(=O)(=O)N3CCOCC3)cc2)n1
69	i	1.1	i	Oc1ccccc1-c1nc(NCc2ccco2)c2ccccc2n1
70	i	0	i	CC(=O)C1=C(O)C(=O)N(c2ccc(O)cc2)C1c1ccccc1 (configuration not stated)
71	i	-0.12	i	O=C(NCCSc1ccccc1)c1ccco1
72	i	-0.1	i	Fc1cccc2sc(Nc3nc4ccccc4s3)nc12

Part of the list above in order of length of the SMILES, lowest first.
nr	CHT inh	Kir21 block	KCNQ2 inh	Compound
69	i	1.1	i	Oc1ccccc1-c1nc(NCc2ccco2)c2ccccc2n1
56	i	2.5	i	CCCCCCSc1ccc(-c2nc3ccc(C)cn3c2NCc2ccccc2)cc1
45	i	0.01	i	O=C(CCN1C(=O)C2C3C=CC(C4CC34)C2C1=O)Nc1ccc(Cl)cc1O (configuration not stated)
62	i	0.01	i	CCC(C)(C)NC(=O)C(c1ccc(C)o1)N(C(=O)c1csnn1)c1cccc(F)c1 (configuration not stated)
66	i	0.85	i	CCC(C)NC(=O)CN(c1cc(C)cc(C)c1)S(=O)(=O)c1c(C)[nH]c(=O)[nH]c1=O (configuration not stated)

(next part)
nr	CHT inh	Kir21 block	KCNQ2 inh	Compound
73	i	-0.02	i	CC(C)Oc1ccc(CNC(=O)c2cc(S(=O)(=O)N3CCOCC3)cn2C)cc1
74	i	-1.3	i	CCN(CC(=O)Nc1ccccc1C(=O)OC)S(=O)(=O)c1ccc(OC)cc1
75	i	-0.83	-8.4*	COC(=O)/C(=C\Nc1ccc(Cl)c2ccccc12)c1ncc(C(F)(F)F)cc1Cl
76	i	0.02	i	COc1ccc(-c2cc(-c3ccccc3O)[nH]n2)cc1
77	i	1.2	i	CCOC(=O)C1=C(C)Nc2ccccc2N=C1NC(=O)c1cccc(S(=O)(=O)N(C)C)c1
78	i	0.23	i	COc1cc(OC)cc(C(=O)Nc2ccc(-n3cnnn3)c(C)c2)c1
79	i	-1.2	i	CC1CCN(S(=O)(=O)c2ccc3c4c2CC(=O)N4CC(C)S3)CC1 (configuration not stated)
80	i	0.32	i	O=C(CN1C(=O)NC(Cc2ccccc2)C1=O)Nc1ccccc1 (configuration not stated)
81	i	0.94	i	COc1ccc(NC(=S)N(CCCN2CCCC(C)C2)Cc2cccs2)cc1 (configuration not stated)
82	i	2.1	i	CCS(=O)(=O)NCC(c1ccco1)N1CCN(c2ccccc2)CC1 (configuration not stated)
83	i	-0.78	i	CC(C)CC(CC(C)C)=NNC(=O)c1ccc2c(c1)OCO2
84	i	2.2	i	CCOC(=O)c1c(NC(=O)C(=O)N/N=C(\C)c2ccc(OC)cc2)sc2c1CCCCC2
85	i	0.91	i	CC1CC(C)(C)CC2(C1)NC(=O)N(CC(=O)NCCc1ccc3c(c1)OCCO3)C2=O (configuration not stated)
86	i	-3.1	i	O=C(NC1CC1)C1CCN(S(=O)(=O)c2cc(Cl)ccc2Cl)CC1
87	i	1.6	i	OCCSc1nc(-c2ccccc2)nc2c1CCC2
88	i	0.54	i	COc1cc(C(=O)NCC(c2ccccc2)N(C)C)ccc1OCC(=O)N1CCOCC1 (configuration not stated)
89	.	-0.97	i	CCCN(CCC)CCNC(=O)c1cn(C)c(=O)c2c1c1ccccc1n2C
90	i	0.76	i	Cc1ccc(S(=O)(=O)N2CCCCC2)cc1NC(=O)COC(=O)c1ccc(O)cc1
91	i	2.2	i	Cn1c(C(=O)NCCCN2CCN(c3ccccc3F)CC2)cc2c(=O)[nH]c3ccccc3c21
92	i	-0.38	i	CCOC(=O)c1[nH]c2cc3c(cc2c1NC(=O)CN1CCC2(CC1)OCCO2)OCO3
93	i	-2	i	CCN(CC)S(=O)(=O)c1cccc(-c2nnc(SCC(=O)NC)n2CCc2ccccc2)c1
94	i	0.01	i	O=C(CN1CCC(n2nnc3cc(C(F)(F)F)ccc32)CC1)Nc1ccc2c(c1)CCC2
95	i	-1.8	i	O=C(O)CNc1ccc(S(=O)(=O)C(F)(F)F)cc1[N+](=O)[O-]
96	i	-0.3	i	O=C(NCCN1CCN(C(=O)c2ccc([N+](=O)[O-])cc2)CC1)C(=O)NCc1ccccc1
97	i	-0.04	i	COc1ccccc1C(=O)N/N=C(\C)c1ccc(NC(=O)C2CC2)cc1
98	i	-1	i	CCOC(=O)c1ccc(S(=O)(=O)N2CCN(C3CCCC3)CC2)cc1
99	i	-0.05	i	COCCCN1C(=O)c2ccc(C(=O)Nc3cccc(OC)c3)cc2C1=O
100	i	0.43	i	Cc1ccc2nc(-c3ccc(NC(=O)COC(=O)c4ccc([N+](=O)[O-])o4)cc3)sc2c1
101	i	1.2	i	O=C(N/N=C1\CCCc2c1[nH]c1ccc([N+](=O)[O-])cc21)c1ccncc1
102	i	0.03	i	CCCCN(CCCC)CCNC(=O)CSCc1ccc(C)cc1
103	i	-0.9	i	Cc1ccc(Nc2nc(N)c([N+](=O)[O-])c(N3CCC(C)CC3)n2)cc1C
104	i	-0.2	i	COC(=O)Cc1c(C)nc2nc(NCc3cccc([N+](=O)[O-])c3)[nH]n2c1=O
105	i	0.3	i	COC(=O)N/N=C(\C)c1ccccc1OC(F)F
106	i	-0.61	i	Cc1cc2ncn(/N=C/c3ccc([N+](=O)[O-])s3)c2cc1C
107	i	1.4	i	COc1ccc(C(C(=O)NCc2ccccc2)N(Cc2ccco2)C(=O)c2snc(C(N)=O)c2N)cc1 (configuration not stated)
108	i	-1.1	i	O=C(CCN1C(=O)/C(=C/c2ccc(F)cc2)SC1=S)NCCc1ccc(O)cc1
109	.	-4.2*	i	O=S(=O)(c1ccc(Cl)c(Cl)c1)c1snnc1-c1ccccc1
110	i	-0.8	i	CC(C)N(C(=O)COC(=O)c1ccc(Cl)c(S(N)(=O)=O)c1)C(C)C
